# PfHsp90 set2 – growth inhibition of PfHsp90-expressing yeast, primary screen, antimalarial PfHsp90 inhibitor project, S. cerevisiae, BacTiter-Glo luminescence, single point, set 2; AID 504621, 2011; inhibition, % at 9.4 µM; 310,000 tested, 0.32% active; BacTiter-Glo ATP, 48 h; yeast lacking PDR1 and PDR3 efflux regulators;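 active = every replicate shows inhibition above about 80%, whatever the replicate mean, limit read from the data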;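 note: 0% = DMSO neutral controls and 100% = 20 µM radicicol positive controls; yeast relying on Plasmodium falciparum Hsp90 in place of its own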
# Tat transport – E. coli Tat export inhibitors, primary screen, MC4100, TorA-mCherry reporter, fluorescence, single point. inhibition, % at 10 µM. 340,000 tested, 0.036% active;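 active = mean replicate inhibition at least 50% and at least half of replicates individually reaching 50%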;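 note: exported cargo escapes ClpAP degradation while cytoplasmic cargo is degraded and loses fluorescence; 0% = median of neutral control wells and 100% = median of NaSCN control wells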
# MOR-DOR ag – agonists of OPRM1-OPRD1 heterodimerization, primary screen, cell-based, luminescence. activation, % at 9.3 µM. AID 504326, 2011. Mu-type opioid receptor (Homo sapiens) + Delta-type opioid receptor (Homo sapiens), …. 340,000 tested, 0.3% active. cells; in the data active = activation above about 18%;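 note: 0% = vehicle-treated cells and 100% = reference agonist; values of inactives mirror those of a sister screen read the other way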
# Target sequence (P35372 whole entry, looked up): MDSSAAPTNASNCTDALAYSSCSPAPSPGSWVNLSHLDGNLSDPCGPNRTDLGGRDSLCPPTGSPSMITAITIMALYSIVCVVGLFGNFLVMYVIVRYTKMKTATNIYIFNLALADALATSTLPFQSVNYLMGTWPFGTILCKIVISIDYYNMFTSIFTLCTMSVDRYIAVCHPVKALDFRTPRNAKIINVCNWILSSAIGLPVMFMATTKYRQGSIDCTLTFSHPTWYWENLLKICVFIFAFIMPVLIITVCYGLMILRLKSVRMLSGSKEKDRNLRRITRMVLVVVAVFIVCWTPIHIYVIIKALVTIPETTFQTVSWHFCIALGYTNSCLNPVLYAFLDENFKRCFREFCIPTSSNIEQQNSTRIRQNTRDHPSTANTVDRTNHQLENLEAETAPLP
# Target sequence (P41143 whole entry, looked up): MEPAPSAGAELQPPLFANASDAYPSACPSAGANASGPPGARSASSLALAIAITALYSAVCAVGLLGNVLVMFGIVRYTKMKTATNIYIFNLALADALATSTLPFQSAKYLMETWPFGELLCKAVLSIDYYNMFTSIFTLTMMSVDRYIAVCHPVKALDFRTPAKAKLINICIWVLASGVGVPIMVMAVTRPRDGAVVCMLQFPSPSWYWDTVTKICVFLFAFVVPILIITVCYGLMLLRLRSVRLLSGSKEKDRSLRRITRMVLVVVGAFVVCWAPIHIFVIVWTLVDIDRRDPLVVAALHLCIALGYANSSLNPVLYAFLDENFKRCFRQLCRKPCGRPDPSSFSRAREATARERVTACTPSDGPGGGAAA
# Arr AP2 block – inhibitors of beta-arrestin/AP2 binding, primary screen, biochemical, GPCR trafficking, flow cytometry | 340,000 tested, 0.31% active | FITC-arrestin peptide / GST-AP2 beads; AP2 beta2 appendage carries R879A mutation | inhibition, % at 10 µM | beta-arrestin 1 C-terminal peptide binding to AP2 beta2-adaptin appendage (human);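 active = inhibition above a set limit, near 3 SD of compounds lacking own fluorescence, cut at about 54% in these data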;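 note: plate controls were DMSO wells for no effect and 5 µM unlabelled arrestin peptide for full effect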
#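 Test system: GST-tagged AP2 beta2-adaptin appendage (R879A) on 4 µm glutathione beads; also added: fluorescein-tagged arrestin peptide at 50 nM final; timing: 12 min plus 1 h, RT; signal: flow cytometry, FL1 (488/535 nm); read-out: percent drop in bead-associated FITC signal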
# PKA-R1A act – activators of PKA-R1A holoenzyme, primary screen, biochemical, fluorescence polarization, Cy5-IP20, bovine R1A, mouse PKAc; AID 504707, 2011; PKA-R1A dissociation; scaled: DMSO 0%, 113 µM cGMP 100%; activation, % at 11.4 µM; 340,000 tested, 0.083% active;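 active = percent activation above the mean of all tested compounds plus 3 SD, cut at about 19% in these data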;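 note: higher means more PKAc released from R1A so a rise in polarization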
# OPRM1-OPRD1 inv – inverse agonists of MOR-DOR heterodimerization, primary screen, cell-based, luminescence | cell-based MOR-DOR heterodimer luminescence, inverse agonism | inhibition, % at 9.3 µM | 340,000 tested, 0.21% active | AID 504357, 2011; in the data active = inhibition above about 22%, passing the limit was not always enough;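 note: 0% = cells with DMSO and 100% = wells without cells with DMSO; values of inactives mirror those of a sister screen read the other way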
# phage Ecoli inh – growth loss of phage-infected E. coli, primary screen, RecBCD inhibitor project, absorbance, with phage, HTS | inhibition, % at 11.9 µM | 360,000 tested, 0.26% active | AID 651602, 2012; in the data active = inhibition above about 11%
# AddAB inh – growth inhibition of E. coli expressing H. pylori AddAB, primary screen, AddAB inhibitor project, absorbance | inhibition, % at 11.9 µM | 330,000 tested, 0.29% active; in the data active = inhibition above about 12%;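 note: 0% = vehicle wells of infected cells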
# Mot1-301 SUMO – yeast Mot1-301 growth rescue at high temperature, primary screen, SUMOylation pathway inhibitor project, S. cerevisiae, ATP luminescence, 38.5C; S. cerevisiae Mot1-301 growth rescue; percent above DMSO median, 100 means doubled; growth rescue, % at 18.8 µM; 320,000 tested, 1% active; AID 2716, 2010;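 active = every valid replicate shows activation above 250% relative to neutral control wells; inactive = the rest, any valid replicate at or below 250%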;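 note: OY570 slx delta 5 strain wells were the positive control but not used for scaling; some compounds called inactive have numbers as strong as hits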
# E coli growth – E. coli V3065 growth inhibition, primary screen, counter-screen for AddAB inhibitor project, absorbance, OD600; 18 h; inhibition, % at 11.9 µM; 330,000 tested, 0.27% active; AID 449728, 2010;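 active = inhibition above the campaign's mean inhibition across all tested compounds plus 3 SD, cut at about 9.9% in these data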;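 note: uninfected addAB+ strain grown without phage in ampicillin broth; 0% = DMSO wells and 100% = ciprofloxacin 0.95 µg/ml wells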
# Pemphigus Ab inh – inhibitors of pemphigus antibody binding to DSG3, primary screen, biochemical, bead-based, flow cytometry, scFv-GFP; binding (percent of control), % at 10 µM; DSG3-coupled beads, scFv-anti-DSG3-GFP binding; hits give low values; 310,000 tested, 0.48% active;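 active = binding more than 3 SD below its plate's average and above zero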;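 note: hits lower antibody fragment binding to DSG3; some compounds called inactive have numbers as strong as hits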
# * hit, by the source's call; nt = no result given.
SMILES,PfHsp90 set2,Tat transport,MOR-DOR ag,Arr AP2 block,PKA-R1A act,OPRM1-OPRD1 inv,phage Ecoli inh,AddAB inh,Mot1-301 SUMO,E coli growth,Pemphigus Ab inh
O=C(CSc1nc2ccccc2c(=O)n1-c1ccc(F)cc1)Nc1ccc2c(c1)CCC2,-4,-1,-1.6,-1,-5,8,6.4,-1.3,9,0.2,84
Cc1cc(N)c2ccccc2n1,1,3,-3.3,-9,-13,17,0.1,0.4,-3,2.0,100
O=C(Nc1cccc(Cl)c1)C1C2C=CC3(O2)C1C(=O)N(CCN1CCCCC1)C3C(=O)NC1CCCCC1 (stereo not drawn),5,0,0.1,-2,-7,-1,1.4,0.5,-2,-0.9,nt
COCCN1C(=O)N(c2cccc(OC)c2)C(=O)C1CC(=O)Nc1cccc(F)c1 (stereo not drawn),3,4,-0.2,-7,5,1,0.1,nt,123,nt,116
CCCn1c(=S)[nH]c2sc3c(c2c1=O)CCCC3,-10,-2,0.4,9,-3,-2,-0.6,-1.0,-5,0.9,107
Cc1ccc(NC(=O)CC2Oc3ccc(C)cc3NC2=O)c(C)c1 (stereo not drawn),-7,3,-0.4,11,5,2,1.8,1.1,9,-1.3,99
CC1Sc2ccc(C(=O)O)cc2NC1=O (stereo not drawn),-5,-2,-2.2,29,-4,11,0.4,3.7,-5,-0.8,99
CCCOC(=O)c1cccc(NC(=O)COc2ccc([N+](=O)[O-])cc2)c1,30,6,4.6,1,-4,-27,4.2,3.5,-4,0.6,98
Cc1ccc(C(=O)N/N=C2\CC3CC=CC23)c(C)c1 (stereo not drawn),-10,2,-1.7,24,-11,8,3.3,0.4,-1,0.3,99
CCS(=O)(=O)N1CCN=C1SC(C)c1ccccc1 (stereo not drawn),9,0,-0.4,21,-10,2,-1.6,-0.5,0,0.9,nt
Cc1ccc2nc(C3CCN(C(=O)c4ccco4)CC3)[nH]c2c1,-33,-9,-2.6,-12,-5,14,4.7,-0.7,7,1.0,98
O=C(O)CC(NC(=O)c1cccc(F)c1)c1ccc(OC2CCCC2)cc1 (stereo not drawn),9,8,-3.0,12,-2,14,2.0,0.2,-2,1.9,96
Cc1ccc(S(=O)(=O)CNC(=S)c2cccc(Cl)c2)cc1,-38,-2,5.6,4,8,-30,2.8,4.8,-10,1.6,102
Cc1nn(Cc2ccc(Cl)c(Cl)c2)c(C)c1NC(=O)c1cc(-c2ccc3c(c2)OCO3)on1,-5,6,2.0,-1,-2,-12,2.9,0.7,-1,1.3,102
Cc1cccc(N2CCN(Cc3c(C)n(C)n(-c4ccccc4)c3=O)CC2)c1C,-19,-3,0.0,0,-3,0,2.3,-2.2,-1,-3.3,nt
COC(=O)c1c(C)[nH]c(C(=O)C(C)OC(=O)C2CC(=O)N(c3ccc(C)cc3)C2)c1C (stereo not drawn),4,9,1.7,-8,-5,-7,1.0,1.1,-6,-1.1,101
O=C(Oc1ccc(/C=N/Nc2ccccc2)cc1)c1ccccc1,nt,9,-0.5,2,-10,3,5.0,0.8,nt,1.7,nt
CC(=O)c1ccc(N2CCN(C(=O)/C=C/c3ccc(S(=O)(=O)NCc4ccco4)cc3)CC2)cc1,nt,0,-0.3,0,-8,2,-1.4,-1.7,-1,-3.0,118
CC(=O)Nn1cc2c(c1-c1ccccc1)c(=O)n(C)c(=O)n2C,nt,1,-1.7,29,7,8,1.2,1.8,-11,-2.2,101
Cc1ccc(/C=C/C(=O)OCC(=O)NC(C)C)o1,12,-1,-2.3,38,-8,12,4.7,1.8,-7,-1.0,94
CCOC(=O)C1CCCN(C(=O)c2sc3nc(-c4ccc(OC)cc4)cn3c2C)C1 (stereo not drawn),-5,7,0.2,13,-4,-1,2.3,-1.2,9,-0.2,102
Cc1ccccc1CC(=O)N1CCN(S(=O)(=O)c2cccs2)CC1,-14,0,-2.2,17,-9,12,-1.4,2.0,98,-0.1,108
Nc1ccc(Oc2ncccn2)c(Cl)c1,5,-5,-1.0,-3,-15,5,1.3,-2.4,4,-2.3,102
CCCNC(=O)c1ccccc1NS(=O)(=O)c1ccc(OC)c(OC)c1,-22,-4,0.4,-2,1,-3,1.9,-2.4,13,-1.3,nt
COc1ccc(OC)c(CNc2ncc(-c3ccc(F)cc3)n2C)c1,-5,3,-3.8,3,2,18,-1.5,nt,nt,nt,96
Cc1ccc(S(=O)(=O)N2CCC(C(=O)NCCCOC(C)C)CC2)cc1,-5,-10,-1.8,-8,1,11,0.1,-0.7,-19,-3.0,96
CCc1nnc2c(NCCc3ccc(OC)c(OC)c3)nc3ccccc3n12,-1,-7,-3.5,-5,-8,15,0.6,nt,nt,nt,96
CC(C)OC(=O)Cn1cnc2ccc(Br)cc2c1=O,14,-9,-2.2,27,-10,13,0.5,0.5,11,0.7,93
COC(=O)c1cccc(NC(=O)NC(=O)c2ccccc2Cl)c1,-4,-6,0.9,7,-8,-5,1.0,2.4,78,4.1,112
CN(CC(=O)NCCc1ccc(F)cc1)Cc1ccccc1,5,2,-0.9,-5,4,6,2.5,1.8,12,-0.6,91
CCC1(C)Cc2c(C#N)c(N)n(-c3ccccc3)c(=S)c2CO1 (stereo not drawn),-13,-15,-1.7,3,1,10,-0.1,4.0,-4,4.3,102
O=C(c1cccs1)N1CCN(C(=O)C(c2ccccc2)c2ccccc2)CC1,63,10,-2.3,-1,-5,12,3.0,2.1,34,0.9,nt
COc1ccc(-c2csc(N3CCN(Cc4ccc5c(c4)OCO5)CC3)n2)cc1,-19,-2,-0.1,-6,-6,0,nt,-2.1,41,-2.9,nt
Oc1c(Br)cc(Br)cc1C=Nc1cccc2ncccc12,-5,-12,6.2,18,-12,-32,4.2,6.4,9,2.1,98
CC(C)C(c1nnnn1C1CCCC1)N1CCN(c2ccccc2F)CC1 (stereo not drawn),22,-4,1.2,-3,3,-5,0.7,2.8,12,1.7,nt
Cc1nc2cc(C(F)(F)F)ccc2n1CCNc1nc(-c2ccc(F)cc2)cs1,-22,-2,nt,2,1,nt,3.1,2.1,-6,-0.5,104
CCOC(=O)CSc1nnc(-c2ccc([N+](=O)[O-])cc2)o1,-31,-2,-0.5,2,4,2,1.2,-0.2,-12,-1.4,108
CCC(=O)NC(Nc1cc(C)cc(C)n1)(C(F)(F)F)C(F)(F)F,2,-12,0.3,-4,-10,-2,2.6,1.8,nt,2.0,nt
CC(=O)Oc1ccc(-c2ccc(C(=O)Nc3cccc(S(=O)(=O)N4CCOCC4)c3)cc2)cc1,-7,-7,0.9,43,-3,-5,2.7,3.6,15,2.6,100
NC(=O)C1CCN(c2nc(-c3ccc(F)cc3)cs2)CC1,nt,4,-0.4,13,-2,2,0.8,1.7,-2,-0.1,100
O=C(NC(Cc1ccccc1)C(=O)O)/C(=C/c1ccco1)NC(=O)c1cccc([N+](=O)[O-])c1 (stereo not drawn),nt,-8,-2.6,1,-4,17,-0.3,3.2,-8,-1.1,81
c1ccc(COC2CCCN(Cc3nc(-c4cccs4)no3)C2)nc1 (stereo not drawn),8,-1,-1.7,31,-18,11,2.9,4.7,9,1.3,86
Cc1ccc(S(=O)(=O)N2CCOCC2)cc1C(=O)NC(C)CCc1ccccc1 (stereo not drawn),3,-3,-4.1,-2,-6,15,1.2,-2.2,143,-1.6,nt
Cc1ccc(-c2nc(SCC(=O)N(C)c3c(N)n(Cc4ccccc4)c(=O)[nH]c3=O)n[nH]2)cc1,10,-1,-2.8,3,5,15,1.3,3.1,116,0.7,106
CCC(CC)c1nnc(NC(=O)c2cccc(S(=O)(=O)N3CCOCC3)c2)s1,nt,13,-2.1,3,-7,11,2.1,-0.3,-12,-0.4,93

# Single records (already shown). Screens in order: PfHsp90 set2, Tat transport, MOR-DOR ag, Arr AP2 block, PKA-R1A act, OPRM1-OPRD1 inv, phage Ecoli inh, AddAB inh, Mot1-301 SUMO, E coli growth, Pemphigus Ab inh
# Record of `Cc1ccc(-c2nc(SCC(=O)N(C)c3c(N)n(Cc4ccccc4)c(=O)[nH]c3=O)n[nH]2)cc1` : 10, -1, -2.8, 3, 5, 15, 1.3, 3.1, 116, 0.7, 106
# Record of `O=C(Oc1ccc(/C=N/Nc2ccccc2)cc1)c1ccccc1` : nt, 9, -0.5, 2, -10, 3, 5.0, 0.8, nt, 1.7, nt
# Record of `Cc1ccc(/C=C/C(=O)OCC(=O)NC(C)C)o1` : 12, -1, -2.3, 38, -8, 12, 4.7, 1.8, -7, -1.0, 94
# Record of `O=C(Nc1cccc(Cl)c1)C1C2C=CC3(O2)C1C(=O)N(CCN1CCCCC1)C3C(=O)NC1CCCCC1` (stereo not drawn) : 5, 0, 0.1, -2, -7, -1, 1.4, 0.5, -2, -0.9, nt

# The results go on:
SMILES,PfHsp90 set2,Tat transport,MOR-DOR ag,Arr AP2 block,PKA-R1A act,OPRM1-OPRD1 inv,phage Ecoli inh,AddAB inh,Mot1-301 SUMO,E coli growth,Pemphigus Ab inh
COc1ccccc1N1CCN(C(=O)c2ccc3[nH]c4c(c3c2)CCCC4)CC1,-9,-5,-1.3,-10,-6,7,3.6,4.5,-10,-1.0,99
CCO[C@@H]1OC(C(N)=O)=C[C@H](C2CC2)[C@H]1CCCO,2,-10,-3.5,1,-17,16,1.7,2.0,3,-1.9,98
O=C(Nc1sc(-c2ccccc2)cc1C(=O)O)c1ccccc1,-9,-4,-1.5,-1,-5,7,-0.6,1.7,23,1.3,87
Cc1nn2cc(-c3ccc(N)cc3)nc2s1,7,-4,-1.2,0,7,7,-0.8,1.0,14,0.1,97
COC(=O)C(Cc1ccccc1)NC(=O)c1cccc(S(=O)(=O)N(C)C)c1 (stereo not drawn),-23,-4,0.2,13,2,-1,5.0,0.2,-10,-1.2,99

# Ordered by value in Mot1-301 SUMO (lowest first): some entries from above.
structure,Mot1-301 SUMO
COC(=O)C(Cc1ccccc1)NC(=O)c1cccc(S(=O)(=O)N(C)C)c1 (stereo not drawn),-10
CCO[C@@H]1OC(C(N)=O)=C[C@H](C2CC2)[C@H]1CCCO,3
O=C(Nc1sc(-c2ccccc2)cc1C(=O)O)c1ccccc1,23
